# Source: PubChem
# POLH inh = DNA polymerase eta (human) inhibition; Q9Y253; recombinant Pol eta, fluorescent DNA replication assay; Potency, µM (top dose mostly 114 µM), inactives show at the highest dose activity change, negative = inhibition, hits mostly inhibitors; 390,000 compounds, 1.2% hits; AID 588591; further: on the % scale 0 is the no-effect control and ±100 the full control effect
# Target sequence (Q9Y253 whole entry, looked up): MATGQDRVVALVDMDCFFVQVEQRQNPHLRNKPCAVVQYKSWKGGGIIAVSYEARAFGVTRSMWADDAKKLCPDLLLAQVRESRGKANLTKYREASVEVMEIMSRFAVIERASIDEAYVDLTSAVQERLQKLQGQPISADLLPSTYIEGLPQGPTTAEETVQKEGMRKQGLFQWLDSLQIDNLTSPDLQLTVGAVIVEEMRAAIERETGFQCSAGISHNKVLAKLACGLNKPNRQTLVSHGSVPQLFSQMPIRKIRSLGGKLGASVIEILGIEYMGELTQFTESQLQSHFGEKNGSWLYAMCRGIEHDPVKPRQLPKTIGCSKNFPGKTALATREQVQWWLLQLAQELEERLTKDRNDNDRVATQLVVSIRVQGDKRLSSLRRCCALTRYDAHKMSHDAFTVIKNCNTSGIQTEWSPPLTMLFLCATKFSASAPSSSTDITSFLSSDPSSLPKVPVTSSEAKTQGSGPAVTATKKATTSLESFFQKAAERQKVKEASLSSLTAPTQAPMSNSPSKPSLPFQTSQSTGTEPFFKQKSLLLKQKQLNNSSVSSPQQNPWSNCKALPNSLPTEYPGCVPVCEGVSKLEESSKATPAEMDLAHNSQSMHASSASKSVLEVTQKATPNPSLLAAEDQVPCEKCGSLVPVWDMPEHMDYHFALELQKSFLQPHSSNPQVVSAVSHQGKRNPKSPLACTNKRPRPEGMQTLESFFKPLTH
#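 Pol eta at 10 nM preincubated with compounds 15 min at room temperature; reaction started with fluorescent substrate (50 nM final) and read kinetically at 0 and 10 min.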
# BLM helicase inh = blocks DNA unwinding by human BLM helicase. 350,000 compounds, 0.2% hits. P54132. Potency, µM (doses to about 56.1 µM), without a hit: at the highest dose activity change, negative = inhibition, actives largely listed as inhibitors. recombinant BLM DNA unwinding, fluorescence dequenching. AID 2528;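 further: plate controls were vehicle for no effect and no enzyme for full effect; nearly all actives have a fitted effect of over 35% in size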
# POLB inh = DNA polymerase beta (human) inhibition | Potency, µM (highest dose often 114 µM), for inactives: top-dose activity change, negative = inhibition, hits mostly inhibitors | 340,000 compounds, 1.3% hits | Pol beta primer extension/strand displacement, fluorescence kinetic | P06746; further: on the % scale 0 is the no-effect control and ±100 the full control effect
#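 Curves were derived by four-parameter Hill fits of normalized qHTS data. The kinetic fluorescent primer-extension read was taken at 0 and 10 min after 50 nM substrate, following a 15 min room-temperature preincubation of 10 nM enzyme with compounds.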
# G9a block = blocks human histone lysine methyltransferase G9a | Q96KQ7 | G9a H3K9 monomethylation, AlphaScreen, 2 h | Potency, µM (top dose mostly 102 µM), for inactives: at the top dose activity, negative = inhibition, actives largely listed as inhibitors | 350,000 compounds, 8.8% hits; further: on the % scale 0 is the no-effect control and ±100 the full control effect; nearly all actives have a fitted effect of over 75% in size
#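 Chemiluminescent proximity detection of H3K9 monomethylation, read after 10 min bead incubation in the dark. Reaction: 20 nM G9a, 500 nM biotin-H3K9 peptide, 20 uM SAM cofactor, 2 h, room temperature, following 15 min enzyme-compound preincubation.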
# BAZ2B block = BAZ2B (human) inhibition. Q9UIF8. AlphaScreen BAZ2B-H3K14Ac peptide displacement. 360,000 compounds, 4.4% hits. Potency, µM (highest dose often 114 µM), inactives show at the highest dose activity change, negative = inhibition, most hits filed as inhibitors; further: on the % scale 0 is the no-effect control and ±100 the full control effect; nearly all actives have a fitted effect of over 60% in size
#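 Inhibition is scored as reduced AlphaScreen emission. The BAZ2B/b-H3(5-23)K14Ac complex (50 nM each) in PBS pH 7.4, 0.01% Tween-20 meets compound (up to 110 uM) for 30 min at RT before bead addition.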
# JMJD2A Tudor inh = blocks the human JMJD2A Tudor domain; O75164; AlphaScreen JMJD2A-Tudor / H3K4me3 peptide binding; Potency, µM (highest dose often 114 µM), inactives show at the highest dose activity change, negative = inhibition, most hits filed as inhibitors; 390,000 compounds, 4.4% hits; further: on the % scale 0 is the no-effect control and ±100 the full control effect; nearly all actives have a fitted effect of over 50% in size
# APEX1 inh = blocks human APE1 abasic DNA cleavage. P27695. recombinant APE1, TAMRA/BHQ-2 abasic DNA cleavage fluorescence. Potency, µM (highest dose often 65.8 µM), inactives show at the top dose activity change, negative = inhibition, usual class: inhibitors. 350,000 compounds, 0.35% hits;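 further: plate controls were vehicle for no effect and reference inhibitor for full effect; nearly all actives have a fitted effect of over 55% in size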
# Target sequence (P27695 whole entry, looked up): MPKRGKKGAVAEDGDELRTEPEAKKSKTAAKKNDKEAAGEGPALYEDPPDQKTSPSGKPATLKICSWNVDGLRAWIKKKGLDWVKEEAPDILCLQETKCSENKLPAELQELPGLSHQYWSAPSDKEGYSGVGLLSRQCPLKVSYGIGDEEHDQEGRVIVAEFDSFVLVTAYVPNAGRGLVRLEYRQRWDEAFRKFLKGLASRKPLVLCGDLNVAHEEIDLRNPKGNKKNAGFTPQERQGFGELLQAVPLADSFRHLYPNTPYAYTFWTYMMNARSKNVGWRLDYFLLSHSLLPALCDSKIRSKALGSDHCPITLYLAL
#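 Compound pre-exposure to 0.75 nM APE1, 15 min at ambient temperature. Reaction initiated with 50 nM TAMRA/BHQ-2 THF substrate, read immediately in kinetic mode, 525 nm excitation, 598 nm emission.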
# POLK inh = inhibitors of human DNA polymerase kappa; Q9UBT6; purified Pol kappa, fluorescent DNA synthesis assay, 10 min; Potency, µM (series often up to 107 µM), inactives show at the highest dose activity, negative = inhibition, most hits filed as inhibitors; 400,000 compounds, 0.53% hits; AID 588579; further: on the % scale 0 is the no-effect control and ±100 the full control effect
#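 Inhibition of 10 nM Pol kappa is measured by a fluorescent read-out at 0 and 10 min following addition of 50 nM substrate (final), with a 15-min room-temperature compound preincubation.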
# POLI inh = inhibitors of human DNA polymerase iota | Pol iota fluorescent replication assay, 10 min | Potency, µM (titrated, usually from 115 µM), for inactives: at the highest dose activity, negative = inhibition, usual class: inhibitors | Q9UNA4 | 390,000 compounds, 1% hits
#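 Pol iota at 10 nM preincubated 15 min with compounds at room temperature; reaction started with fluorescent substrate, 50 nM final. Fluorescence read kinetically at 0 and 10 min; buffer-only wells as negative control.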
# * marks the source's active call; other numbers are inactive results; ? = inconclusive; / = no result given; [ ] = another dose, or the depositor's remark. The call rests on the fitted dose curve; in most records, active means well fitted curve in the direction sought with a large enough effect; inconclusive means small, poorly fitted or top-dose-only effect, or another doubt; inactive means no such curve, though single readings can be large; an effect the other way counts as inactive or inconclusive. Potency means the concentration at half of the fitted maximal effect. An excerpt (hit frequency here may not be typical).
1. CN1CCN(c2ccc([N+](=O)[O-])cc2C(=O)c2ccc(Cl)cc2)CC1
2. COc1cc(NS(=O)(=O)c2ccc3c(c2)n(C)c(=O)n3C)cc(OC)c1
3. COc1ccc(C2(O)C(=O)Nc3ccccc32)cc1 (stereo not given)
4. CN(c1ccccc1)S(=O)(=O)c1cccc(NC(=O)Nc2ccc(Cl)cc2C#N)c1
5. CCOC(=O)N1CCN(S(=O)(=O)N2CCCC(C(=O)NC(C)c3ccccc3)C2)CC1 (stereo not given)
6. CCOC(=O)C1=C(COC(=O)c2cc(Br)c(Br)s2)NC(=O)NC1C (stereo not given)
assay / compound	1	2	3	4	5	6
POLH inh	-15%	-16%	-11%	-5%	2%	-12%
POLI inh	9%	25%	108%[activator]	35%[activator]	-4%	9%
JMJD2A Tudor inh	-34%	6%	-11%	-14%	-15%	-29%
APEX1 inh	1%	3%	37%	-1%	-17%	4%
G9a block	-7%[12.7 µM]	9%	21%[2.33 µM]	12%[59 µM]	/	?
POLB inh	5%	-1%	-20%	-27%	45%	/
BLM helicase inh	-2%	0%	-2%	-2%	0%	/
POLK inh	-6%	-4%	-11%	-8%	-4%	-11%
BAZ2B block	-7%	?	-1%	-28%	0%	-7%

7. CCC(=O)N1CCc2cc(Br)cc(S(=O)(=O)N3CCCC(C(=O)NCc4cccc(OC)c4)C3)c21 (stereo not given)
8. Cn1c(SCC(=O)NCCc2ccccc2)nc2c([nH]c3ccccc32)c1=O
9. CC(=O)N(c1cccc(Br)c1)c1nc(C)cc(C)c1C#N
10. COc1ccc(C(=O)CCC(=O)Nc2cccnc2)cc1
11. CCCCC(=O)Nc1ccc(C(=O)OCc2cc(=O)n3ccsc3n2)cc1
12. NNC(=O)/C=C/c1ccc(Cl)cc1Cl
assay / compound	7	8	9	10	11	12
POLH inh	3%	-7%	-20%	?	-15%	2%
POLI inh	12%	3%	23%	43%[activator]	63%[activator]	0%
JMJD2A Tudor inh	-23%	-13%	7%	8%	-9%	-17%
APEX1 inh	/	-1%	0%	-6%	/	-6%
G9a block	-6%[59 µM]	-6%	-6%	0%	25%[59 µM]	24%
POLB inh	6%	11%	-10%	15%	10%	-5%
BLM helicase inh	-7%	3%	-5%	-3%	1%	-12%
POLK inh	-27%	-5%	-7%	-9%	1%[60.1 µM]	-8%
BAZ2B block	2%	-7%	-2%	-11%	-13%	0%

# Whole records as entered above. Order of values: POLH inh | POLI inh | JMJD2A Tudor inh | APEX1 inh | G9a block | POLB inh | BLM helicase inh | POLK inh | BAZ2B block
# Listed for `COc1ccc(C(=O)CCC(=O)Nc2cccnc2)cc1` → ? | 43%[activator] | 8% | -6% | 0% | 15% | -3% | -9% | -11%
# Listed for `CCC(=O)N1CCc2cc(Br)cc(S(=O)(=O)N3CCCC(C(=O)NCc4cccc(OC)c4)C3)c21` (stereo not given) → 3% | 12% | -23% | / | -6%[59 µM] | 6% | -7% | -27% | 2%
# Listed for `Cn1c(SCC(=O)NCCc2ccccc2)nc2c([nH]c3ccccc32)c1=O` → -7% | 3% | -13% | -1% | -6% | 11% | 3% | -5% | -7%
# Listed for `CC(=O)N(c1cccc(Br)c1)c1nc(C)cc(C)c1C#N` → -20% | 23% | 7% | 0% | -6% | -10% | -5% | -7% | -2%
# Listed for `NNC(=O)/C=C/c1ccc(Cl)cc1Cl` → 2% | 0% | -17% | -6% | 24% | -5% | -12% | -8% | 0%

# More structures:
13. O=C(Cn1cnc2ccccc2c1=O)Nc1cccc(-c2nnc3n2CCCCC3)c1
14. CCOC(=O)CSc1ccc(C(=O)NCCN2CCOCC2)cc1[N+](=O)[O-]
15. CC(c1ccccc1)C1CC(=O)N(Cc2ccccc2)C1=O (stereo not given)
16. CCn1c(SCC(=O)Nc2oc(-c3ccccc3)c(-c3ccccc3)c2C#N)nnc1-c1ccco1
17. Cc1nnc(N2CCC(C(=O)N3CCCCC3)CC2)c2nn(-c3ccccc3)c(C)c12
18. Cc1ccc(NC(=S)Nc2ccc3[nH]c(=O)[nH]c3c2)cc1
assay / compound	13	14	15	16	17	18
POLH inh	-16%	-17%	-20%	-16%	-1%	-37%
POLI inh	8%	17%	15%	-6%	-8%	53%[activator]
JMJD2A Tudor inh	-19%	-7%	10%	?	-21%	-7%[11.4 µM]
APEX1 inh	1%	-11%	5%	-5%	/	-1%
G9a block	19%[12.7 µM]	-6%[2.33 µM]	46%	?	-10%[59 µM]	50µM*
POLB inh	0%	31%	0%	4%	33%[activator]	0%
BLM helicase inh	1%	-3%	1%	-10%	1%	-3%
POLK inh	-14%	6%	3%	-17%	-1%	-2%
BAZ2B block	6%	-1%	-1%	-36%	-5%	-21%

19. O=[N+]([O-])c1cnccc1Nc1ccc(Cl)cc1
20. CC1CN(c2nc3c(c(=O)n(Cc4ccc(Cl)c(Cl)c4)c(=O)n3C)n2C)CC(C)O1 (stereo not given)
21. O=C(N/N=C/c1ccc(Cl)c([N+](=O)[O-])c1)c1cc(-c2ccc3c4c(cccc24)CC3)n[nH]1
22. Nc1nc(-c2ccc(Br)cc2)cs1
23. CC1(C)CC2CC(C)(CN2S(=O)(=O)c2cccc(C(=O)OCC(=O)NC(N)=O)c2)C1 (stereo not given)
24. CC1CN(C(=O)CCC(=O)NC(C)c2ccccc2)c2cc(Cl)ccc2O1 (stereo not given)
assay / compound	19	20	21	22	23	24
POLH inh	-3%	-7%	?	-11%	-25%	-19%
POLI inh	9%[58.9 µM]	-16%	?	-6%	29%	24%
JMJD2A Tudor inh	-18%	?	-29%	79µM*	-6%	-15%
APEX1 inh	4%	-4%	1%	7%	7%	57%[activator]
G9a block	?	-43%[59 µM]	15%[59 µM]	?	0%[0.501 µM]	11%
POLB inh	-24%	-19%	?	0%	/	?
BLM helicase inh	-1%	-8%	-17%	-2%	/	-1%
POLK inh	-5%	-17%	-4%	-12%	-10%	-6%
BAZ2B block	-39%	?	-8%	50µM*	-4%	-28%

25. O=C(N/N=C/c1ccco1)c1ccccc1OCc1ccccc1Cl
26. CCCOc1ccc(N/C=C/C(=O)c2ccc(OC)c(OC)c2)cc1
27. COc1ccc(OC)c(NC(=O)C2=C(C)C(=O)OC23CCCCCC3)c1
28. Cc1c(/C=N/NC(N)=O)c2ccccn2c1C(=O)c1ccncc1
29. COc1ccc([N+](=O)[O-])cc1/C=N/NC(=O)CNC(=O)C(c1ccccc1)c1ccccc1
30. COC(=O)C1=C(C(=O)OC)[C@@H]2Nc3ccccc3[C@@]23C[C@@H](C(=O)OC)N(C(C)=O)C3=N1
assay / compound	25	26	27	28	29	30
POLH inh	5%	-13%	-10%	-20%	-23%	-17%
POLI inh	17%	31%[activator]	39%[activator]	0%	10%	34%[activator]
JMJD2A Tudor inh	-33%	28µM*	-27%	?	-14%	-14%
APEX1 inh	-8%	-11%	/	-8%	-4%	0%[12.4 µM]
G9a block	-13%[59 µM]	/	-1%[59 µM]	45µM*	-11%	0%[59 µM]
POLB inh	17%	24%	-1%	1%	0%	-1%
BLM helicase inh	3%	-2%	0%	-6%	-2%	-2%[12.4 µM]
POLK inh	14%	-2%	5%	-10%	-6%	7%
BAZ2B block	-38%	-10%	-2%	-37%	-11%	-10%

31. O=c1c2ccccc2c(=O)n2n1Cc1ccccc1C2
32. CC(C)(C)C1CCC(=NNC(=O)c2ccccc2-n2cccc2)CC1 (stereo not given)
33. COc1ccc(C(C)(C)C)cc1NC(=O)COC(=O)CSCc1c(C)noc1C
34. CCOC(=O)c1sc(NC(=O)c2ccccc2C(=O)O)c(C(=O)OCC)c1C
35. S=c1[nH]nc(-c2ccccc2Cl)n1/N=C/C=C/c1ccco1
36. CCCCn1c(-c2cccs2)nc2nc3ccccc3nc21
assay / compound	31	32	33	34	35	36
POLH inh	-20%	-20%	-12%	-15%	50µM*	-8%
POLI inh	42%[activator]	26%	1%	-13%	?	14%
JMJD2A Tudor inh	-2%	-11%	-9%	-7%[11.4 µM]	16µM*	59%[activator]
APEX1 inh	-12%	5%	-12%	-4%	-7%	2%
G9a block	/	26%[59 µM]	-3%	-30%	1.1µM*	111%[activator]
POLB inh	40%	?	/	43%[activator]	20µM*	-7%
BLM helicase inh	0%	-14%	/	1%	-18%	1%
POLK inh	-4%	-14%	-10%	-16%	79µM*	6%
BAZ2B block	0%	0%	10%	-15%	?	25%[57.1 µM]

37. CCn1c(C(=O)N2CCC(C(=O)NCCCOC)CC2)cc2sccc21
38. C/C(=N\NC(=O)c1ccccc1OCCOc1ccccc1)c1ccccc1F
39. Cc1ccc(CN2CCN(CC(=O)N3CCC(C(N)=O)CC3)C2=O)cc1
40. COc1ccc(CCNC(=O)CN2C(=O)c3ccccc3S2(=O)=O)cc1OC
41. COc1ccc(CNC(=O)COc2ccc(S(=O)(=O)N3CCCCC3)cc2)cc1
42. O=C(Nc1cccc(Cl)c1)OCCOC(=O)Nc1cccc(Cl)c1
assay / compound	37	38	39	40	41	42
POLH inh	3%	-6%	-19%	0%	-15%	-19%
POLI inh	-10%	32%[activator]	15%	12%	3%	-29%
JMJD2A Tudor inh	11%	-21%	-6%	-6%	-15%	11%
APEX1 inh	/	-15%	/	1%	31%[activator]	/
G9a block	20%[59 µM]	4%	/	-2%[59 µM]	40%	/
POLB inh	0%	/	/	3%	9%	/
BLM helicase inh	-1%	/	/	-2%	-6%	/
POLK inh	-7%	-5%	1%	-7%	-4%	3%
BAZ2B block	-1%	10%	/	1%	-14%	/

43. Oc1ccccc1C=Nc1cccc2ccccc12
44. CCOC(=O)/C=C1\SCC(=O)N1CC(=O)NCCOC
45. Nc1cc(=O)nc(SCC(=O)N2CCN(c3ccccc3)CC2)n1-c1ccc(F)cc1
46. Cc1cc(C)n(-c2ccc(NC(=O)C3CCCCN3C(=O)c3ccoc3C)cc2)n1 (stereo not given)
assay / compound	43	44	45	46
POLH inh	-19%	-3%	-7%	-10%
POLI inh	62%[activator]	-16%	16%	21%
JMJD2A Tudor inh	-7%	3%	-7%	-14%
APEX1 inh	-6%	-3%	8%	30%
G9a block	?	-3%	/	-10%
POLB inh	-1%	-2%	5%	5%
BLM helicase inh	-7%	4%	-1%	2%
POLK inh	-9%	-8%	11%	-2%
BAZ2B block	-27%	0%	-22%	-27%
